# Statin myotox sup – suppressors of statin myotoxicity in C2C12 myotubes, primary screen, cell-based, single point, plate reader | C2C12 myotubes + simvastatin, ATP luminescence, 48 h; scaled: DMSO 0, geranylgeraniol control 100 | rescue of ATP level, % at 7.49 µM | actives 0.78% (n = 330,000);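 active = mean ATP rescue above about 67%, or every replicate alone reaching that limit, limit read from the data, passing the limit was not always enough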;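 note: myotubes were challenged with 10 µM simvastatin during compound exposure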
# PGC1a acetyl inh – inhibitors of PGC1a acetylation signal, primary screen, cell-based, U2OS, AlphaScreen, inhibitor mode. AlphaScreen anti-acetyl-lysine; with virally co-expressed GCN5 acetyltransferase. inhibition, % at 15.6 µM. actives 0.17% (n = 350,000). AID 651687, 2012;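 active = every replicate shows inhibition of at least 40%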;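 note: 0% = neutral control wells and 100% = positive control wells; some results beyond the cut were filed as inactive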
# CFTR F508del cor – F508del CFTR correction, initial screen, CFBE line, single point; CFBE cells, YFP halide quenching; stimulated with forskolin plus potentiator P3; % fluorescence drop versus neutral controls; activity (quench increase), % at 7.58 µM; actives 0.36% (n = 350,000); AID 720511, 2013;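 active = mean added fluorescence quench of at least 8% versus neutral control, with both replicates also reaching 8%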;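 note: cells transiently co-express mutant CFTR-F508del with the halide-sensitive YFP; corrector assay measuring rescue of mutant channel to the surface after 24 h compound exposure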
# miR-122 sensor – miR-122 Renilla sensor signal increase in Huh7, primary screen, miR-122 inhibitor project, cell-based, single point, plate reader; actives 0.3% (n = 340,000); activation (reporter increase), % at 12.5 µM; Huh7 miR-122 Renilla luciferase sensor, 48 h; neutral wells = 0, positive control = 100;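 active = mean replicate activation score at least 90 and every replicate individually at or above 90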;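 note: higher luciferase means less miR-122 activity so hits act as miR-122 inhibitors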
# Cneo AK release – Cryptococcus neoformans cell lysis inducers, primary screen, AK release luminescence, single concentration | AID 651654, 2012 | lysis activity, % at 15 µM | C. neoformans lysis, adenylate kinase release luminescence, 4 h; normalised: neutral wells 0, clomiphene wells 100 | actives 0.2% (n = 360,000);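 active = mean lysis activity across replicates of at least 80%, whatever share of replicates individually reach that level; inactive = mean lysis activity below 80%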
#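 read-out = cell lysis signal | test system = log-phase Cryptococcus neoformans yeast cells | input = cells at 5 × 10^6 per mL | medium = fresh YPD growth medium | signal = luminescent adenylate kinase detection reagent | timing = 4 h at 37 °C static, read 1 h later | dosing = single dose | controls = Clomiphene as positive lysis control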
# FN deposition inh – inhibitors of fibronectin matrix deposition, primary screen, AH1F cells, Alexa488-fibronectin fluorescence, plate reader. AH1F fibroblasts, overnight. inhibition, % at 12.6 µM. actives 0.086% (n = 350,000). AID 743247, 2014;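 active = mean inhibition across replicates of 30% or more, regardless of how many single replicates reach that level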;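 note: positive control wells lacked labelled fibronectin entirely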
#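 Assay system: AH1F fibroblasts / Quantity: 10000 cells per well / Medium: DMEM plus 2% serum, read in PBS / Reagent: labelled fibronectin 24 nM / Dosing: single dose, pinned / Times: 1 h cell attachment, overnight exposure to compound and label / Signal: fluorescence, ex 485 nm, em 525 nm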
# PglD DTNB – C. jejuni PglD acetyltransferase inhibitors, primary screen, biochemical, DTNB colorimetric, single point; UDP-N-acetylbacillosamine N-acetyltransferase PglD (Campylobacter jejuni); purified PglD enzyme, DTNB colorimetric CoA detection; inhibition, % at 12.5 µM; actives 0.098% (n = 360,000); AID 602405, 2012; in the data active = inhibition above about 16%, passing the limit was not always enough; note: strong numbers were not always called active
# GSIS activator – GLuc luminescence reporter in INS-1E cells, primary screen for activators of glucose-dependent secretion of insulin; INS-1E GLuc reporter insulin secretion, 2-3 h; activation, % at 16.6 µM; actives 0.61% (n = 370,000);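 active = lowest replicate activation of at least 40%, so every replicate reaches that level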;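 note: 0% = median of neutral control wells and 100% = median of IBMX positive control wells; some compounds called inactive have numbers as strong as hits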
# * marks the source's active call; other numbers are inactive results; nt = no result given; [ ] = remark or other dose. Compounds were not picked by outcome; any-hit rate near 2.1%.
SMILES,Statin myotox sup,PGC1a acetyl inh,CFTR F508del cor,miR-122 sensor,Cneo AK release,FN deposition inh,PglD DTNB,GSIS activator
CC(=O)NC(c1cccc(F)c1)c1nc(-c2cccs2)cs1 (stereo unspecified),23,7,0.1,-8,1,2,1,nt
COC(=O)[C@@H]1[C@H](CCc2ccccc2)NC(=O)N(Cc2ccccc2)[C@@H]1C,10,nt,1.4,nt,4,-3,3,nt
Cc1nc(N)nc(Cl)c1Cc1ccc(Cl)cc1,nt,-3,-1.1,1,nt,5,nt,-1
COc1cc(C(=O)N2C[C@H]3CON(C)[C@H]3C[C@H]2c2ccc(N3CCCCC3)cc2)cc(OC)c1OC,-14,-1,-2.3,-4,1,-6,6,13
CN(c1ccccc1)S(=O)(=O)c1ccc(NC(=O)c2cccs2)cc1,nt,-3,1.1,nt,nt,8,nt,-37
O=C(CCN1CCCCC1)N[C@H]1CC[C@H](CCNS(=O)(=O)c2ccccc2)O[C@H]1CO,1,10,1.4,-17[16.7 µM],23,nt,1,0
O=S(=O)(c1ccccc1)N1CC[C@@H]2[C@@H](CO)Nc3ccc(Br)cc3[C@@H]21,33,6,4.2,2[16.7 µM],14,0,6,-24
C[C@@H]1CN([C@H](C)CO)C(=O)c2cc(NS(C)(=O)=O)ccc2O[C@@H]1CN(C)Cc1ccccc1,-9,-3,1.2,-6[16.7 µM],39,nt,0,14
COc1ccc2c(c1)c(=O)oc1cc(OC(C(=O)O)c3ccccc3)ccc12 (stereo unspecified),-5,-5,1.5,nt,-1,5,3,9
CC1=C(C(=O)N(C(C)C)C(C)C)CC(CC(=O)NCCCN(C)C)C(=O)N1CCC1=CCCCC1 (stereo unspecified),10,-12,4.3,0,-14,0,-3,-4
Cc1cccc(S(=O)(=O)N2CC[C@@H]3[C@H](CO)Nc4ccc(C#Cc5ccc(F)cc5)cc4[C@@H]32)c1,-4,-3,4.5,10[16.7 µM],0,-10,-1,-30
CC(C)(C)S(=O)(=O)c1cnc2c(-c3ccc(F)cc3)cnn2c1N,-3,22,nt,-6,-2,1,-5,nt
CCC(Sc1ccc2nnc(-c3ccc(F)cc3)n2n1)C(=O)O (stereo unspecified),3,-6,nt,nt,3,1,0,3
COc1ccc(CN2[C@H](CO)[C@@H]3c4ccccc4N(C(=O)NC(C)C)C[C@@H]32)cc1,-4,1,-1.7,33[16.7 µM],1,1,4,2
Cc1csc(N/N=C/c2ccc([N+](=O)[O-])cc2)n1,-9,19,2.6,2,-4,-8,-9,-3
C[C@@H]1CN([C@H](C)CO)C(=O)c2cccc(NS(=O)(=O)c3ccc(Cl)cc3)c2O[C@@H]1CN(C)S(=O)(=O)c1ccc(Cl)cc1,-17,-6,0.2,5[16.7 µM],1,nt,1,-4
Cc1ccc(NC(=O)Nc2ccccc2C(N)=O)cc1,14,nt,-0.6,nt,-2,-3,-3,-3
O=C(c1ccco1)N1CCN(c2ncnc3c(-c4ccccc4)nsc23)CC1,nt,-4,nt,6,4,-11,1,-5
COCCNC(=O)c1cc(-c2ccccc2)nn1CC1CC(c2cccc([N+](=O)[O-])c2)=NO1 (stereo unspecified),nt,-18,-1.3,-4,0,-1,0,-8
C[C@@H]1CN([C@H](C)CO)C(=O)c2cc(-c3ccncc3)cnc2O[C@H]1CN(C)C(=O)CN1CCOCC1,-1,1,0.1,-5[16.7 µM],-8,1,-1,5

# By substructure: those above with a COOH group (2)
SMILES,Statin myotox sup,PGC1a acetyl inh,CFTR F508del cor,miR-122 sensor,Cneo AK release,FN deposition inh,PglD DTNB,GSIS activator
COc1ccc2c(c1)c(=O)oc1cc(OC(C(=O)O)c3ccccc3)ccc12 (stereo unspecified),-5,-5,1.5,nt,-1,5,3,9
CCC(Sc1ccc2nnc(-c3ccc(F)cc3)n2n1)C(=O)O (stereo unspecified),3,-6,nt,nt,3,1,0,3

# Next section
SMILES,Statin myotox sup,PGC1a acetyl inh,CFTR F508del cor,miR-122 sensor,Cneo AK release,FN deposition inh,PglD DTNB,GSIS activator
c1ccc2cc(CCCc3cc4ccccc4cn3)ncc2c1,3,nt,1.1,-4,30,3,2,10
Cc1ccc2nc(SCC(=O)NCCc3ccccc3)nc(=O)n2c1,-5,6,-0.8,-4,6,4,-2,11
CCn1c(NC(=O)c2ccc(F)cc2)c2ccccc2nc1=O,-2,16,nt,20,-3,1,4,nt
Cc1cc(C)nc(SCC(=O)NCC2COc3ccccc3O2)n1 (stereo unspecified),-30,-8,-0.9,-4,5,-5,3,9
CC(=O)c1cccc(NC(=O)CCS(=O)(=O)c2cccc3nonc23)c1,-4,12,nt,-3,-2,0,-3,nt
O=C(NCCCc1ccncc1)C1CCC(=O)N(Cc2cccc(C(F)(F)F)c2)C1 (stereo unspecified),4,nt,0.1,-2,1,-1,-4,5
O=C(c1cccc2ccccc12)C1CCCN(C(=O)CCCn2cncn2)C1 (stereo unspecified),3,-1,-1.1,-6,1,nt,-4,4
O=C1NC(=S)S/C1=C\c1ccc2ccccc2c1,4,nt,0.8,nt,0,-13,1,-5
COC(=O)Cc1c(O)ccn(CCc2c[nH]c3ccccc23)c1=O,nt,-1,3.6,nt,nt,-25,nt,16
CCCCc1c(O)nc(SCC(=O)N2CCOCC2)n(-c2ccc(OC)cc2)c1=O,-5,5,-1.6,-3,-2,1,1,-2
Cc1cc(/C(N)=N/OC(=O)Nc2ccc(Cl)cc2)no1,-3,22,nt,1,1,-9,2,-10
CCc1nc2ccc(C(=O)Nc3ccc(OC)c(OC)c3)cn2c1N(C)Cc1cccs1,20,-11,3.4,-5,-1,2,-11,18

# 17 compounds out of the list, arranged by length of the SMILES, smallest number first.
SMILES,Statin myotox sup,PGC1a acetyl inh,CFTR F508del cor,miR-122 sensor,Cneo AK release,FN deposition inh,PglD DTNB,GSIS activator
Cc1nc(N)nc(Cl)c1Cc1ccc(Cl)cc1,nt,-3,-1.1,1,nt,5,nt,-1
O=C1NC(=S)S/C1=C\c1ccc2ccccc2c1,4,nt,0.8,nt,0,-13,1,-5
Cc1ccc(NC(=O)Nc2ccccc2C(N)=O)cc1,14,nt,-0.6,nt,-2,-3,-3,-3
Cc1cc(/C(N)=N/OC(=O)Nc2ccc(Cl)cc2)no1,-3,22,nt,1,1,-9,2,-10
Cc1csc(N/N=C/c2ccc([N+](=O)[O-])cc2)n1,-9,19,2.6,2,-4,-8,-9,-3
CCC(Sc1ccc2nnc(-c3ccc(F)cc3)n2n1)C(=O)O (stereo unspecified),3,-6,nt,nt,3,1,0,3
COC(=O)Cc1c(O)ccn(CCc2c[nH]c3ccccc23)c1=O,nt,-1,3.6,nt,nt,-25,nt,16
CN(c1ccccc1)S(=O)(=O)c1ccc(NC(=O)c2cccs2)cc1,nt,-3,1.1,nt,nt,8,nt,-37
CC(C)(C)S(=O)(=O)c1cnc2c(-c3ccc(F)cc3)cnn2c1N,-3,22,nt,-6,-2,1,-5,nt
CC(=O)c1cccc(NC(=O)CCS(=O)(=O)c2cccc3nonc23)c1,-4,12,nt,-3,-2,0,-3,nt
CCCCc1c(O)nc(SCC(=O)N2CCOCC2)n(-c2ccc(OC)cc2)c1=O,-5,5,-1.6,-3,-2,1,1,-2
O=C(NCCCc1ccncc1)C1CCC(=O)N(Cc2cccc(C(F)(F)F)c2)C1 (stereo unspecified),4,nt,0.1,-2,1,-1,-4,5
COc1ccc(CN2[C@H](CO)[C@@H]3c4ccccc4N(C(=O)NC(C)C)C[C@@H]32)cc1,-4,1,-1.7,33[16.7 µM],1,1,4,2
COc1cc(C(=O)N2C[C@H]3CON(C)[C@H]3C[C@H]2c2ccc(N3CCCCC3)cc2)cc(OC)c1OC,-14,-1,-2.3,-4,1,-6,6,13
C[C@@H]1CN([C@H](C)CO)C(=O)c2cc(NS(C)(=O)=O)ccc2O[C@@H]1CN(C)Cc1ccccc1,-9,-3,1.2,-6[16.7 µM],39,nt,0,14
C[C@@H]1CN([C@H](C)CO)C(=O)c2cc(-c3ccncc3)cnc2O[C@H]1CN(C)C(=O)CN1CCOCC1,-1,1,0.1,-5[16.7 µM],-8,1,-1,5
C[C@@H]1CN([C@H](C)CO)C(=O)c2cccc(NS(=O)(=O)c3ccc(Cl)cc3)c2O[C@@H]1CN(C)S(=O)(=O)c1ccc(Cl)cc1,-17,-6,0.2,5[16.7 µM],1,nt,1,-4
